Bioassay records as filed in PubChem.
RSV antiviral HEp-2 = RSV antiviral activity via CPE protection, HEp-2 cells, primary 10 µM value included (AID 2391); CPE inhibition, % at 10 µM; hits with a dose series show IC50 in µM; HEp-2 cells, RSV-induced CPE inhibition; higher % means a stronger effect; hit rate 0.13% among 310,000; in the data active = a potency from the dose series; inconclusive = CPE inhibition mostly from about 23% at the one dose, without a potency; inactive = the rest, 99 in 100 with CPE inhibition below about 21%; also: strong numbers were not always called active
AID2073 = inhibitors of Mint1-CaV2.2 protein interaction, biochemical, HTRF (AID 2073). Voltage-dependent N-type calcium channel subunit alpha-1B (Homo sapiens). HTRF protein-protein interaction, Mint1-CaV2.2; higher % means a stronger effect. one-dose inhibition, % at 20 µM; IC50 in µM for titrated hits. hit rate 0.19% among 290,000; in the data active = inhibition mostly above about 51%, no sharp cut-off; inconclusive = no clear call, values can overlap the other calls; inactive = mostly below about 53%; also: some results filed as inactive read as strong as hits
Dengue-2 NS5 capping = Dengue-2 NS5 methyltransferase inhibitors, primary screen, biochemical, confirmation dose response (AID 588689); hit rate 0.3% among 340,000; Dengue-2 NS5 methyltransferase capping enzyme assay, biochemical; higher % means a stronger effect; inhibition, % at 25 µM, or IC50 in µM where a hit was titrated; Genome polyprotein (Dengue virus type 2 (strain 16681-PDK53)); in the data active = a potency from the dose series; inconclusive = inhibition above about 29% without an active follow-up result
HIV fusion peptide = inhibitors of HIV fusion peptide binding, primary screen, biochemical, uHTS, fluorescence dequenching (AID 1986); inhibition, % at 20 µM; hits with a dose series show IC50 in µM; cell-free peptide binding, fluorescence dequenching, 30 min; higher % means a stronger effect; hit rate 0.3% among 290,000; in the data active = inhibition mostly above about 52%, no sharp cut-off; inactive = mostly below about 76%; also: some results filed as inactive read as strong as hits
LYP phosphatase = inhibitors of LYP phosphatase, biochemical, fluorescence intensity, uHTS (AID 1779). Tyrosine-protein phosphatase non-receptor type 22 (Homo sapiens). recombinant LYP phosphatase, fluorescence intensity; higher % means a stronger effect. one-dose inhibition, % at 11.5 µM; IC50 in µM for titrated hits. hit rate 0.054% among 290,000; in the data active = inhibition above about 50%;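 also: plate controls were vehicle with enzyme for no effect and no enzyme for full effect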
XIAP displacement = XIAP antagonists, biochemical, IAP family, fluorescence polarization (AID 1018); E3 ubiquitin-protein ligase XIAP (Homo sapiens); XIAP BIR domain, fluorescence polarization peptide displacement; higher % means a stronger effect; displacement, % at 20 µM; hits with a dose series show IC50 in µM; hit rate 0.007% among 200,000; in the data active = displacement above about 50%; also: a part of the inactive calls stands beside numbers as strong as those of hits
SIAH1 antagonists = Siah-1 peptide-binding antagonists, primary screen, biochemical, fluorescence polarization, rhodamine-plectin, uHTS (AID 1817); E3 ubiquitin-protein ligase SIAH1 (Homo sapiens); Siah-1 / rhodamine-plectin peptide fluorescence polarization; higher % means a stronger effect; displacement, % at 20 µM, or IC50 in µM where a hit was titrated; hit rate 0.02% among 290,000;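 active = displacement of at least 50% at 20 µM, with a fluorescence ratio check between 0.3 and a set limit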;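 also: plate controls were Siah plus tracer with DMSO for no effect and tracer alone without Siah for full effect; strong numbers were not always called active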
MgcRacGAP inhibition = MgcRacGAP GTPase-activating activity inhibitors, confirmation, biochemical, ADP Hunter fluorescence. AID 624330, 2012. hit rate 0.6% among 340,000. one-dose inhibition, % at 30 µM; IC50 in µM for titrated hits. MgcRacGAP-stimulated Rac1 GTP hydrolysis, ADP Hunter fluorescence; higher % means a stronger effect; GST-tagged Rac1 F28L mutant substrate. Rac GTPase-activating protein 1 (Homo sapiens);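 active = first-screen hits whose inhibition reached a set limit at any dose in the follow-up dose series; inconclusive = inhibition above the set first-screen limit but never retested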;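 also: fluorescence reports GDP produced by GAP-driven GTP hydrolysis; strong numbers were not always called active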
Large T inhibition = SV40 large T antigen inhibitors, biochemical (AID 1903) | SV40 large T antigen ATPase/helicase inhibition assay; higher % means a stronger effect | inhibition, % at 20 µM, or IC50 in µM where a hit was titrated | hit rate 0.39% among 310,000; in the data active = a potency from the dose series; inconclusive = inhibition mostly from about 32% at the one dose, without a potency; inactive = the rest, 99 in 100 with inhibition below about 32%; also: strong numbers were not always called active
* hit, by the source's call; ? = inconclusive; · = no result given. These rows are one share of the data (hit frequency here may not be typical).

Key to letters – A = RSV antiviral HEp-2; B = AID2073; C = Dengue-2 NS5 capping; D = HIV fusion peptide; E = LYP phosphatase; F = XIAP displacement; G = SIAH1 antagonists; H = MgcRacGAP inhibition; I = Large T inhibition
1. O=C(O)c1ccc(Cl)nc1
  A = 1.3% | B = 6% | C = 1% | D = 1.4% | E = 0% | F = 4.6% | G = -1% | H = 5% | I = 6%

2. CCCN(CC#CCOc1ccc(OC)cc1)CCC
  A = 0.6% | B = -4% | C = -3% | D = 1.3% | E = -8% | F = -2.8% | G = 10% | H = 20% | I = 10%

3. CN1C(=O)C(=Cc2sc(=O)n(-c3ccccc3)c2N(C)C)C(=O)N(C)C1=O
  A = 3.0% | B = -3% | C = -85% | D = 28% | E = -5% | F = · | G = 12% | H = 12% | I = 19%

4. N#CC1=C(N)Oc2c(c(=O)oc3ccccc23)C1c1ccncc1 (configuration not stated)
  A = -2.3% | B = 18% | C = -2% | D = 17% | E = 0% | F = -4.9% | G = 2% | H = 1% | I = 3%

5. CCSC1=NN1c1cc(C)nc(N)n1
  A = -0.1% | B = -10% | C = -9% | D = -2.1% | E = -6% | F = · | G = -4% | H = 2% | I = 13%

6. COc1ccc(Cl)cc1N=Cc1c(O)n(C)c(=O)n(C)c1=O
  A = 0.9% | B = 16% | C = -8% | D = -0.6% | E = -6% | F = · | G = 1% | H = 2% | I = 5%

7. CCOC(=O)CC1=C(C(=O)OCC)C2(C(=O)Nc3ccccc32)C(C#N)=C(N)O1 (configuration not stated)
  A = 0.5% | B = -5% | C = -11% | D = 0.8% | E = 3% | F = 0.8% | G = 2% | H = 8% | I = 7%

8. CCN1CCN(Cc2cc(OC)c(OC)cc2[N+](=O)[O-])CC1
  A = -0.3% | B = 44% | C = · | D = -0.2% | E = 0% | F = -3.8% | G = 5% | H = · | I = -1%

9. Clc1ccc(NC2=NCCCS2)cc1Cl
  A = 2.3% | B = 7% | C = 2% | D = 0.8% | E = -1% | F = · | G = 1% | H = 4% | I = 9%

10. COC(=O)C(O)(c1cn(C)c2ccccc12)C(F)(F)F (configuration not stated)
  A = 2.3% | B = -1% | C = -3% | D = 3.7% | E = 2% | F = -1.3% | G = 1% | H = 0% | I = 11%

11. O=P(c1ccccc1)(c1ccccc1)N1CCCCC1
  A = 2.5% | B = -6% | C = 5% | D = -2.3% | E = -6% | F = -2.4% | G = 4% | H = 12% | I = 4%

12. Cc1cccc(CNCCc2c[nH]c3ccccc23)c1
  A = 0.2% | B = -4% | C = -3% | D = -0.5% | E = -7% | F = · | G = -4% | H = 10% | I = -3%

13. CCOc1ccccc1N1C(=O)NC(=O)C(CCc2ccncc2)(CCc2ccncc2)C1=O
  A = 0.9% | B = 4% | C = -3% | D = -0.9% | E = -7% | F = -2.5% | G = -15% | H = 4% | I = 9%

14. CCOC(=O)c1nsnc1NCCCl
  A = 0.4% | B = -2% | C = -30% | D = -1.3% | E = -8% | F = -2.5% | G = -6% | H = 2% | I = 24%

15. CCC(=O)N1CC(=O)Nc2ccc(F)cc2C1c1ccc(F)cc1 (configuration not stated)
  A = 1.2% | B = 5% | C = -2% | D = 0.9% | E = 1% | F = · | G = 3% | H = 6% | I = 4%

3 entries already listed, sorted by length of the SMILES, highest first.
Key to letters – A = RSV antiviral HEp-2; B = AID2073; C = Dengue-2 NS5 capping; D = HIV fusion peptide; E = LYP phosphatase; F = XIAP displacement; G = SIAH1 antagonists; H = MgcRacGAP inhibition; I = Large T inhibition
15. CCC(=O)N1CC(=O)Nc2ccc(F)cc2C1c1ccc(F)cc1 (configuration not stated)
  A = 1.2% | B = 5% | C = -2% | D = 0.9% | E = 1% | F = · | G = 3% | H = 6% | I = 4%

9. Clc1ccc(NC2=NCCCS2)cc1Cl
  A = 2.3% | B = 7% | C = 2% | D = 0.8% | E = -1% | F = · | G = 1% | H = 4% | I = 9%

14. CCOC(=O)c1nsnc1NCCCl
  A = 0.4% | B = -2% | C = -30% | D = -1.3% | E = -8% | F = -2.5% | G = -6% | H = 2% | I = 24%

Four compounds drawn at random from those above, as already listed:
Key to letters – A = RSV antiviral HEp-2; B = AID2073; C = Dengue-2 NS5 capping; D = HIV fusion peptide; E = LYP phosphatase; F = XIAP displacement; G = SIAH1 antagonists; H = MgcRacGAP inhibition; I = Large T inhibition
4. N#CC1=C(N)Oc2c(c(=O)oc3ccccc23)C1c1ccncc1 (configuration not stated)
  A = -2.3% | B = 18% | C = -2% | D = 17% | E = 0% | F = -4.9% | G = 2% | H = 1% | I = 3%

1. O=C(O)c1ccc(Cl)nc1
  A = 1.3% | B = 6% | C = 1% | D = 1.4% | E = 0% | F = 4.6% | G = -1% | H = 5% | I = 6%

3. CN1C(=O)C(=Cc2sc(=O)n(-c3ccccc3)c2N(C)C)C(=O)N(C)C1=O
  A = 3.0% | B = -3% | C = -85% | D = 28% | E = -5% | F = · | G = 12% | H = 12% | I = 19%

8. CCN1CCN(Cc2cc(OC)c(OC)cc2[N+](=O)[O-])CC1
  A = -0.3% | B = 44% | C = · | D = -0.2% | E = 0% | F = -3.8% | G = 5% | H = · | I = -1%

Later entries.
Key to letters – A = RSV antiviral HEp-2; B = AID2073; C = Dengue-2 NS5 capping; D = HIV fusion peptide; E = LYP phosphatase; F = XIAP displacement; G = SIAH1 antagonists; H = MgcRacGAP inhibition; I = Large T inhibition
16. CC(C)CCCn1c(O)c(/C=C2/C=CC=N2)c(=O)[nH]c1=O
  A = 3.0% | B = 1% | C = 22% | D = 18% | E = 0% | F = -4.4% | G = 4% | H = 6% | I = 1%

17. CCN(CC)CCCOC(=O)C(OC)(c1ccccc1)c1ccccc1
  A = -0.9% | B = -1% | C = -2% | D = 2.3% | E = -10% | F = -4.9% | G = 7% | H = 2% | I = 12%

18. OC(c1ccccc1)(c1ccccc1)C1CN2CCC1CC2 (configuration not stated)
  A = -0.2% | B = 3% | C = 2% | D = 1.0% | E = -5% | F = -1.7% | G = 13% | H = -1% | I = ·

19. COc1ccc(CCNCc2ccncc2)cc1OC
  A = -0.7% | B = 39% | C = -2% | D = 2.2% | E = -2% | F = -4.5% | G = 2% | H = -1% | I = 12%

20. CC(=O)N1CCN(c2ccc(N=Cc3c(O)n(-c4ccc(Cl)cc4)c(=O)[nH]c3=O)cc2)CC1
  A = 0.2% | B = 25% | C = 1% | D = 11% | E = 0% | F = -3.8% | G = 2% | H = 10% | I = 26%

21. C[N+](C)(C)CCOC(=O)CBr
  A = -0.5% | B = · | C = 0% | D = · | E = · | F = · | G = · | H = 3% | I = 2%

22. c1cc2n(c1)-c1c(ccc3c1OCO3)CNC2c1ccc2c(c1)OCO2 (configuration not stated)
  A = 6.0% | B = 6% | C = -2% | D = -1.1% | E = -2% | F = -9.1% | G = -1% | H = 0% | I = 22%

23. O=c1[nH]c(=S)n(-c2ccc(Br)cc2)c(O)c1C=Nc1ccc(N2CCOCC2)cc1
  A = 1.2% | B = 28% | C = 18% | D = 24% | E = 11% | F = -6.8% | G = 8% | H = 6% | I = 4%

24. COc1ccc(-c2cc(C(=O)N3CCC4(CC3)OCCO4)c3ccccc3n2)cc1
  A = 1.6% | B = 35% | C = -1% | D = 1.1% | E = -9% | F = · | G = -2% | H = 7% | I = 7%

25. O=C1NC(=S)N(Cc2ccco2)C(=O)/C1=C\c1cccs1
  A = · | B = 77%* | C = · | D = 68%* | E = 14% | F = -30% | G = 21% | H = · | I = ?

26. O=c1cc(C2CCNCC2)[nH][nH]1
  A = 2.6% | B = 3% | C = -7% | D = -2.1% | E = -8% | F = -5.5% | G = 5% | H = 4% | I = 19%
